Source: PubChem (National Center for Advancing Translational Sciences (NCATS))
GAA glycogen mod: inhibitors or activators of human alpha-glucosidase glycogen cleavage | P10253 | recombinant GAA, glycogen substrate, Amplex Red glucose oxidase fluorescence | Potency, µM (titrated, usually from 76.4 µM), for the others: at the highest dose activity change, negative = inhibition, usual class: inhibitors | 0.38% of 300,000 active | AID 2100; active = well fitted inhibition curve with a large enough effect; inconclusive = small, poorly fitted or top-dose-only effect, or another doubt; inactive = no such curve, though single readings can be large or run the other way;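 also: 0% = full enzyme reaction and -100% = no-enzyme basal signal; the screen sought inhibitors and activators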
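qHTS, 1536-well; enzyme 4 nM final; cpd up to 77 uM; substrate bovine liver glycogen 30 ug; 50 mM citrate/phosphate pH 5.0, 0.01% Tween-20; 37 C, 40 min; Amplex Red detection 45 min RT; Hill fit → AC50.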
Numbers without * were called inactive; ? = inconclusive; [ ] = remark or other dose. Potency is read from the fitted curve at half-maximal effect. These rows are one share of the data; the hit share may differ from the screen's.

smiles,GAA glycogen mod
Cc1[nH]c2ccccc2c1C(=O)CN1CCCC(C)C1 (centres undefined),-0.2%
COc1cccc(/C=N/NC(=O)N/N=C/c2cccc(OC)c2O)c1O,-23.2%[76.3 µM]
COc1ccc(NC(=O)c2ccc3nc(C)sc3c2)cc1,-6.6%[76.3 µM]
CCN1CCN(CCC(=O)Nc2cc(C)ccc2C)CC1,1.9%[76.3 µM]
CCCCNC(=O)c1cn(CC)c2cc(N3CCN(C(=O)c4ccco4)CC3)c(F)cc2c1=O,-2.1%[76.3 µM]
CCOC(=O)c1c(S(=O)(=O)N2c3ccccc3CC2C)c(C)n(C)c1C (centres undefined),-0.6%[76.3 µM]
CC(=O)c1ccc(N2CCN(S(=O)(=O)c3ccc4c(c3)CC(=O)N4C)CC2)cc1,?
O=C1CCCN1CCCNc1ccc2nnc(CCC(=O)N3CCN(c4ccccc4)CC3)n2n1,-7.0%[76.3 µM]
Cc1cc(C(=O)N2CCCC(C(=O)c3ccc(Oc4ccccc4)cc3)C2)n[nH]1 (centres undefined),-8.9%[76.3 µM]
Cc1ccc(CCNC(=O)c2cc(S(=O)(=O)N3CCCCC3)c[nH]2)cc1,-12.1%[76.3 µM]
Cc1ccc(NC(=O)CCNS(=O)(=O)c2ccc3[nH]c(=O)oc3c2)cc1,-15.1%[76.3 µM]
COc1ccccc1C(=O)NCCC(=O)N(Cc1ccco1)Cc1cccs1,-0.4%[76.3 µM]
CN1CCCN(C(=O)c2ccc(Br)cc2)CC1,5.5%[76.3 µM]
CCNC(=O)COc1ccc(/C=C2\COc3ccccc3C2=O)cc1OC,0.8%
NC(=O)c1ccc(NC(=O)CN2CCN(Cc3ccccc3)CC2)cc1,5.3%

An excerpt from above in order of their number in GAA glycogen mod, low to high.
smiles,GAA glycogen mod
Cc1[nH]c2ccccc2c1C(=O)CN1CCCC(C)C1 (centres undefined),-0.2%
CCNC(=O)COc1ccc(/C=C2\COc3ccccc3C2=O)cc1OC,0.8%
NC(=O)c1ccc(NC(=O)CN2CCN(Cc3ccccc3)CC2)cc1,5.3%

(cont.)
smiles,GAA glycogen mod
Cc1cccc(-c2noc(CCCC(=O)NCC3CCCO3)n2)c1 (centres undefined),12.3%
Cc1ccc(OCCNC(=O)c2ccccc2O)cc1,-0.4%[76.3 µM]
O=C(CCc1c[nH]c2ccccc12)NCCOc1ccccc1,-19.0%
O=C(CCN1C(=O)S/C(=C\c2ccccc2)C1=O)N1CCCCC1,-0.3%
CCCNC(=O)c1csc(Nc2cccc3ccccc23)n1,?
Cc1ccc(C(=O)Nn2cnnc2)cc1,-3.4%
Clc1ccc(Cl)c(OCCCCN2CCCCC2)c1,10.4%[76.3 µM]
CSCCC(=O)NC1CC(C)(C)Cc2c1cnn2-c1ccccc1C (centres undefined),14.0%[76.3 µM]
CC(C)CCNC(=O)C(=O)Nc1cc2c3c(c1)CC(=O)N3CCC2,7.8%[76.3 µM]
Cn1c(=O)c2c([nH]c(=S)n2Cc2ccc(Cl)cc2)n(C)c1=O,3.2%[76.3 µM]
Cc1c(Cl)ccc(S(=O)(=O)NCCCn2ccnc2)c1Cl,-5.3%[76.3 µM]
C=CCn1ccc(O)c(Cc2ccc(Cl)cc2)c1=O,6.2%
COc1cc(CNC(=O)CCCC(=O)c2ccccc2)cc(OC)c1OC,2.1%
Cc1ccc(N/N=C/c2ccncc2)cc1,?
COc1cc(/C=N/NC(=O)Cc2nnc(NC(=O)c3ccccc3)s2)ccc1O,-18.2%

For reference, part of the list above.
smiles,GAA glycogen mod
Cc1ccc(OCCNC(=O)c2ccccc2O)cc1,-0.4%[76.3 µM]
O=C(CCc1c[nH]c2ccccc12)NCCOc1ccccc1,-19.0%
O=C(CCN1C(=O)S/C(=C\c2ccccc2)C1=O)N1CCCCC1,-0.3%
CCCNC(=O)c1csc(Nc2cccc3ccccc23)n1,?
Cc1ccc(C(=O)Nn2cnnc2)cc1,-3.4%

Other records.
smiles,GAA glycogen mod
Cc1cc2nsnc2c(S(=O)(=O)N2CCN(C)CC2)c1C,-2.3%
Cc1cc(C)cc(C(=O)NC(CC(N)=O)c2ccc(N3CCC(Br)CC3)c([N+](=O)[O-])c2)c1 (centres undefined),11.3%[76.3 µM]
COc1ccccc1CNC(=O)C1CCN(S(=O)(=O)c2ccc3c(c2)CC(C)N3C(=O)C2CC2)CC1 (centres undefined),-25.5%[76.3 µM]
CC1CN(C(=O)CCC(=O)NCc2ccc(F)cc2)c2ccccc2S1 (centres undefined),-8.1%[76.3 µM]
COc1ccc(N2CCN(CNC(=O)c3ccccc3)CC2)cc1,1.7%[76.3 µM]
Brc1ccc(OCc2nc3ccccc3[nH]2)cc1,-0.6%
Cc1cc(C)cc(C(=O)N(CCc2ccccc2)C2CC3CCC(C2)N3C)c1 (centres undefined),3.6%[76.3 µM]
O=C(Nc1cccc2c1CCCC2)c1cccc(F)c1,0.1%[76.3 µM]
CCc1csc(CCNC(=O)C2CCC(=O)N(CCc3cccc(F)c3)C2)n1 (centres undefined),-0.7%[76.3 µM]
CCN1C(=NCCCOC(C)C)N[C@@H](CCc2ccccc2)[C@H](C(=O)NCCCOC(C)C)[C@H]1C,14.8%[76.3 µM]
CC(NS(=O)(=O)c1ccc(Cl)cc1)C(=O)N1CCOCC1 (centres undefined),-2.9%
Cc1ccc(Cc2c(C)nc3nc(SCC(=O)NCCCN4CCCCC4)nn3c2C)cc1,4.2%
Cc1ccc(C2=NS(=O)(=O)N(C)C(C(=O)NCc3cccs3)=C2)cc1,0.1%[76.3 µM]
COc1ccc(S(=O)(=O)N2CCCC2)cc1C(=O)O,-9.5%[76.3 µM]
O=C(O)[C@@H]1Cc2c([nH]c3ccccc23)C2CCC(=O)N21 (some centres undefined),-11.3%
CCCCCCC1/C(=N\NC(=O)c2ccccc2)CCC1C(=O)OC (centres undefined),-4.6%
COc1ccc(CCN(C)CC(=O)Nc2ccc(F)c(Cl)c2)cc1OC,-8.6%
CCn1cc(C(=O)NCc2ccccc2F)c(=O)c2ccc(C)nc21,4.0%
O=C(/C=C/c1ccccc1)Nc1cccnc1,-3.3%[76.3 µM]
COc1c(Br)cc(Br)cc1/C=N/NC(=O)c1cccnc1,14.9%[76.3 µM]
O=C(O)c1ccc(S(=O)(=O)N2CCc3ccccc3C2)cc1,-0.4%[76.3 µM]
Cc1c(C(=O)N2CCN(c3ccccc3)CC2)oc2c1C(=O)CC(C)(C)C2,0.2%[76.3 µM]
COc1cc2c(cc1OC)C(c1ccccc1)NCC2 (centres undefined),1.1%
CCC(=O)Nn1c(C2CCC2)nc2ccccc2c1=O,1.3%[76.3 µM]
c1ccc(-c2csc3ncnc(N4CCN(Cc5ccc6c(c5)OCO6)CC4)c23)cc1,1.5%
COc1ccc(C)cc1NC(=O)CN1C(=O)COc2ccc(S(=O)(=O)N3CCCCC3)cc21,0.0%[76.3 µM]
O=S(=O)(Nc1ccc(S(=O)(=O)Nc2nccs2)cc1)c1ccc(Br)cc1,-7.0%[76.3 µM]
CC(=O)c1cccc(N(CC(=O)NCCc2ccccc2)C(=O)c2csnn2)c1,-1.7%[76.3 µM]
O=C(C1CCCN(S(=O)(=O)c2cc(Cl)ccc2Cl)C1)N1CCCC1 (centres undefined),0.3%[76.3 µM]
O=C(C1CCCC1)N1CCC(CC2CC(c3cccc(Br)c3)=NO2)(C(=O)NCC2CCCCC2)CC1 (centres undefined),-9.7%[76.3 µM]
NS(=O)(=O)c1ccc2nc(-c3ccccc3)c(-c3ccccc3)nc2c1,0.3%[76.3 µM]
COc1ccc(OC)c(CNC(=O)C2CCCN(S(=O)(=O)N3CCC(C)CC3)C2)c1 (centres undefined),6.0%[76.3 µM]
Cc1ccc(CC(C(=O)O)C(C)C(=O)Nc2ccc(F)cc2)cc1 (centres undefined),0.0%
COc1ccc2cc(S(=O)(=O)N3CCCC3)ccc2c1,2.5%
COc1ccc(CN2CCN(C(=O)Cn3c(=O)oc4cc(Cl)ccc43)CC2)c(OC)c1OC,-1.9%
CN(C)c1ccc(Nc2ncnc3ccc(Br)cc23)cc1,-23.6%[76.3 µM]
Nn1c(SCc2ccccc2)nc2ccccc21,-6.8%
Cn1c(N2CCOCC2)c(C#N)c2ccccc21,-2.0%
COc1ccc(CCNC(=O)CSc2n[nH]c(N)n2)cc1OC,0.1%
NC(=O)c1ccc(-c2nnc(Nc3ccc(S(N)(=O)=O)cc3)c3ccccc23)cc1,-0.9%
CC(C)c1ccc(/C=C/C(=O)NC(=S)NN2CCOCC2)cc1,0.3%[76.3 µM]
CCN(CCCNC(=O)Cn1ncc2c([nH]c3ccccc32)c1=O)Cc1ccccc1,0.4%[76.3 µM]
COc1ccc(S(=O)(=O)/C(C#N)=C/Nc2ccc(NC(C)=O)cc2)cc1,1.9%
O=C(NC1CCSc2ccccc21)c1ccc([N+](=O)[O-])cc1 (centres undefined),-2.3%[76.3 µM]
CCCNC(=O)NC(=O)CN1CCCC1c1ccc2c(c1)OCCO2 (centres undefined),9.8%
COc1c(/C=C2\SC(=Nc3ccccc3Cl)NC2=O)cccc1[N+](=O)[O-],-5.7%[76.3 µM]
O=C(CN1CCCCC1)c1c[nH]c2ccccc12,-6.4%[76.3 µM]
COC(=O)Cc1c(C)c2ccc(OCC(=O)c3ccc(OC)c(OC)c3)cc2oc1=O,9.8%
CCN(CC)c1ccc(Nc2nc(-c3cccnc3)cs2)cc1,?
COc1cc(/C=N/NC(=O)c2cccnc2)ccc1OC(=O)c1cccc(Br)c1,-9.2%[76.3 µM]
CCOc1cccc2c1OC1(C)CC2NC(=O)N1c1cccc(C(=O)N2CCN(c3ccccn3)CC2)c1 (centres undefined),-4.8%[76.3 µM]
COc1cc([N+](=O)[O-])cc(/C=C2/SC(=S)N(Cc3ccccc3)C2=O)c1O,0.3%
CCOC(=O)[C@@H]1[C@H]2COc3cc(OC)ccc3[C@@H]2N2C(=O)N(c3ccc(Br)cc3)C(=O)[C@@]12C,-1.2%[76.3 µM]
O=C(O)CCCNc1cc(N2CCN(C(=O)c3ccco3)CC2)c2noc3c2c1C(=O)c1ccccc1-3,-5.7%[76.3 µM]
CCc1ccc(CN(C)C(=O)c2cc(COc3cc(C)c(Cl)c(C)c3)on2)nc1,-15.4%[76.3 µM]
C=CCN(C(=O)CCC(=O)Nc1cc(C)on1)C(C(=O)NC(C)(C)CC)c1cccc(OC)c1OC (centres undefined),-5.2%
COC(=O)c1cccc(N(CC(=O)NCC2CCCO2)C(=O)CCC(=O)Nc2cc(C)on2)c1 (centres undefined),6.2%[76.3 µM]
O=C(O)C/C(=C\c1cc2c(cc1Br)OCO2)c1nc2ccccc2s1,-7.8%
CC(=O)c1cccc(NC(=O)CN2CCN(Cc3ccccc3)CC2)c1,-1.3%[76.3 µM]
COC(=O)c1ccc(S(=O)(=O)c2ccc(Cl)cc2)c(N)c1,1.6%

(listing goes on)
smiles,GAA glycogen mod
Cc1ccc([C@@H]2[C@@H]3C(=O)N(c4ccccc4)C(=O)[C@@H]3[C@]3(C)C(=O)N(Cc4ccccn4)CC(=O)N23)o1,20.1%[76.3 µM]
COC(=O)c1ccc(C(=O)NC2CCCN(Cc3ccc(Cl)cc3)C2)nc1 (centres undefined),-14.4%[76.3 µM]
O=C(CSc1ccccc1)NC1CCCCCC1,3.2%[76.3 µM]
CCOc1ccc(NC(=O)C(=O)NCCN2CCN(S(=O)(=O)c3ccc(C)cc3)CC2)cc1,1.6%
COc1ccc(-c2cc3c(=O)n(CC(=O)NCCCc4ccccc4)ncn3n2)cc1,13.9%[76.3 µM]
O=C(CNC(=O)c1ccco1)Nc1ccc(OC(F)F)cc1,-4.8%
O=C1NCCCCC1NS(=O)(=O)c1cccc2ccccc12 (centres undefined),-6.8%
COc1ccc(C(=O)NC2CCCc3ccccc32)c(OC)c1OC (centres undefined),9.8%
COc1ccc(C(=O)N(Cc2ccccc2)c2cccc(C)c2)c(OC)c1OC,-8.0%[76.3 µM]
CCN(CC)C(=O)Cn1cc(S(=O)(=O)CC(=O)Nc2ccc(OC)c(OC)c2)c2ccccc21,0.5%[76.3 µM]
COc1ccc(OC)c(NC(=O)CN(C)CCOc2ccc(Br)cc2)c1,6.3%
CSCCC(NC(=O)c1ccccc1Cl)C(=O)NC1CCN(Cc2ccccc2)CC1 (centres undefined),-5.1%[76.3 µM]
NC(=O)c1nsc(C(=O)N(Cc2ccco2)C(C(=O)NCC2CCCO2)c2ccc(F)cc2)c1N (centres undefined),0.2%[76.3 µM]
O=C1CSC(c2cccc(F)c2)N1c1ccccc1 (centres undefined),2.1%
C/C(=N\NC(=O)c1cc(Br)ccc1O)c1ccccn1,-2.4%[76.3 µM]
CC(=O)c1cccc(NS(=O)(=O)c2ccc(C(=O)Nc3ccccc3)cc2)c1,-20.7%[76.3 µM]
O=C(O)c1cccc(-n2nc(-c3ccc(Cl)c([N+](=O)[O-])c3)c3ccccc3c2=O)c1,-2.7%[76.3 µM]
CC(Cc1cccs1)NC(=O)CCCn1nnnc1CN1CCOCC1 (centres undefined),0.5%[76.3 µM]
